Screening data deposited in PubChem BioAssay by several laboratories.
CSM14.1 death rescue: rescue of cells from ER stress-induced death, primary screen, 384-well, CSM14.1, thapsigargin, ATP luminescence (AID 1222); 190,000 tested, under 10 active; CSM14.1 thapsigargin-induced death rescue, ATP luminescence; higher % means a stronger effect; cellular ATP content (survival), % at 20 µM, or EC50 in µM where a hit was titrated;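 active = EC50 below 50 µM in the dose-response confirmation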;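 note: death triggered by thapsigargin at about 15 µM added after 2 h compound pretreatment; cell ATP read after overnight thapsigargin exposure of roughly 18 to 22 hours; normalized against plate controls of thapsigargin alone and 5% DMSO vehicle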
PhoP inhibition: inhibitors of PhoP regulon expression, primary screen, Salmonella Typhimurium, GFP reporter (AID 1863); S. Typhimurium PhoP-regulated promoter GFP reporter, 4 h; higher % means a stronger effect; one-dose inhibition, % at 50 µM; IC50 in µM for titrated hits; 300,000 tested, 0.16% active;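 active = inhibition over 29.93%, a cutoff 3 SD above the screen mean, later confirmed by dose response; inconclusive = inhibition over 29.93% but no dose response follow-up; inactive = inhibition at most 29.93% or unconfirmed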;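 note: 0% = low Mg2+ inducing control and 100% = high Mg2+ repressing control; strong numbers were not always called active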
NS5 inhibitors: Dengue-2 NS5 methyltransferase inhibitors, primary screen, biochemical, confirmation dose response (AID 588689). Genome polyprotein (Dengue virus type 2 (strain 16681-PDK53)). Dengue-2 NS5 methyltransferase capping enzyme assay, biochemical; higher % means a stronger effect. inhibition, % at 25 µM; hits with a dose series show IC50 in µM. 340,000 tested, 0.3% active; in the data active = a potency from the dose series; inconclusive = inhibition above about 29% without an active follow-up result
RSV antiviral HEp-2: RSV antiviral activity via CPE protection, HEp-2 cells, primary 10 µM value included (AID 2391) | HEp-2 cells, RSV-induced CPE inhibition; higher % means a stronger effect | one-dose CPE inhibition, % at 10 µM; IC50 in µM for titrated hits | 310,000 tested, 0.13% active; in the data active = a potency from the dose series; inconclusive = CPE inhibition mostly from about 23% at the one dose, without a potency; inactive = the rest, 99 in 100 with CPE inhibition below about 21%; note: strong numbers were not always called active
LYP inhibition: inhibitors of LYP phosphatase, biochemical, fluorescence intensity, uHTS (AID 1779); 290,000 tested, 0.054% active; inhibition, % at 11.5 µM, or IC50 in µM where a hit was titrated; Tyrosine-protein phosphatase non-receptor type 22 (Homo sapiens); recombinant LYP phosphatase, fluorescence intensity; higher % means a stronger effect; in the data active = inhibition above about 50%;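 note: plate controls were vehicle with enzyme for no effect and no enzyme for full effect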
MgcRacGAP inhibition: MgcRacGAP GTPase-activating activity inhibitors, confirmation, biochemical, ADP Hunter fluorescence. 340,000 tested, 0.6% active. AID 624330, 2012. MgcRacGAP-stimulated Rac1 GTP hydrolysis, ADP Hunter fluorescence; higher % means a stronger effect; GST-tagged Rac1 F28L mutant substrate. Rac GTPase-activating protein 1 (Homo sapiens). inhibition, % at 30 µM, or IC50 in µM where a hit was titrated;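 active = first-screen hits whose inhibition reached a set limit at any dose in the follow-up dose series; inconclusive = inhibition above the set first-screen limit but never retested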;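 note: fluorescence reports GDP produced by GAP-driven GTP hydrolysis; strong numbers were not always called active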
GPR35 arrestin U2OS: GPR35 antagonists blocking zaprinast-driven arrestin recruitment, primary screen, imaging, U2OS, beta-arrestin-GFP, zaprinast agonist (AID 2058). G-protein coupled receptor 35 (Homo sapiens). U2OS GPR35 beta-arrestin-GFP translocation imaging, zaprinast antagonism; higher % means a stronger effect. inhibition, % at 10 µM, or IC50 in µM where a hit was titrated. 290,000 tested, 0.052% active;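 active = inhibition of at least 50% with at least 30 cells and total cytoplasm GFP at most 10,000,000; inconclusive = under 30 cells or total GFP of 10,000,000 plus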
Large T inhibition: SV40 large T antigen inhibitors, biochemical (AID 1903); SV40 large T antigen ATPase/helicase inhibition assay; higher % means a stronger effect; inhibition, % at 20 µM; hits with a dose series show IC50 in µM; 310,000 tested, 0.39% active; in the data active = a potency from the dose series; inconclusive = inhibition mostly from about 32% at the one dose, without a potency; inactive = the rest, 99 in 100 with inhibition below about 32%; note: strong numbers were not always called active
West Nile virus CPE: West Nile virus antiviral activity, cell-based, CPE readout (AID 1621); CPE inhibition, % at 10 µM, or IC50 in µM where a hit was titrated; West Nile virus-infected cells, CPE inhibition; higher % means a stronger effect; 290,000 tested, 0.02% active; in the data active = a potency from the dose series; inconclusive = CPE inhibition mostly from about 3.7% at the one dose, without a potency; inactive = the rest, 99 in 100 with CPE inhibition below about 2.2%; note: strong numbers were not always called active
NS5 inhibitors pilot replicate: also measured in NS5 inhibitors; calls as there; inhibition, %; measured here: pilot screen replicate inhibition
* = called active by the depositor; ? = inconclusive; / = not tested or not shown.

SMILES | CSM14.1 death rescue | PhoP inhibition | NS5 inhibitors | RSV antiviral HEp-2 | LYP inhibition | MgcRacGAP inhibition | GPR35 arrestin U2OS | Large T inhibition | West Nile virus CPE | others
Cc1ccc(CN2CC(C(=O)NCCCSc3ccccc3)CC2=O)cc1 (centres undefined) | / | -2% | -2% | 0.9% | -8% | 4% | 4% | -2% | -1.0%
O=S(=O)(NCc1ccc2c(c1)OCO2)c1ccc(F)c(F)c1 | / | 1% | -8% | 0.2% | -5% | 6% | 29% | 7% | -1.2%
CCCc1cc(=O)oc2c(C)c(OS(C)(=O)=O)ccc12 | / | / | 1% | ? | / | 4% | / | / | -0.1%
CC(=O)Nc1nnc(SCC(=O)NC2CC2)s1 | / | -1% | -4% | 1.2% | -11% | 7% | -1% | 3% | -0.2%
COc1ccc([N+](=O)[O-])c(OC)c1C(=O)NC(=O)Nc1c(F)cc(F)cc1F | / | -6% | -9% | / | -2% | -1% | 23% | 2% | 0.5%
COc1ccc(Cn2nnnc2CN2CCC(O)(c3ccc(F)cc3)CC2)cc1 | 0.6% | 5% | -7% | 2.0% | -9% | 7% | -1% | 5% | -0.1%
C[C@H]1C=C(C(=O)NCc2ccccc2)O[C@@H](OCc2ccc(CO)cc2)C1 | -0.2% | -2% | -4% | 1.8% | -7% | 8% | -7% | -3% | /
CC(=O)c1c(C)nc(-c2ccccc2)nc1NC(=O)Cc1ccccc1 | -0.6% | -6% | 0% | 5.7% | -7% | 7% | 6% | 2% | -1.2%
CCCNC(=O)COC(=O)/C=C/c1ccc2c(c1)OCO2 | -0.8% | -14% | 3% | 0.8% | -1% | 11% | -7% | 6% | -0.4%
COc1cc(S(=O)(=O)Nc2c(C)nn(C)c2C)ccc1NC(C)=O | / | -5% | -8% | -0.8% | / | 3% | / | 14% | /
O=C1CCCC(=O)C1C(=O)C1CCN(S(=O)(=O)c2ccccc2)CC1 | -1.2% | 0% | -4% | 2.4% | -6% | -1% | -14% | 9% | 0.3%
Cc1ccc(-c2nnc(-c3ccccc3Br)o2)cc1 | / | -2% | -5% | 4.1% | -10% | 5% | 9% | 7% | -0.9%
Cc1[nH]c(=O)[nH]c(=O)c1CSCC(=O)OCC(=O)c1ccc(Br)cc1 | 4.7% | -8% | 4% | -0.6% | -5% | 3% | 6% | 3% | 0.2%
Cc1nn(-c2ccccc2)c2nc(N)c(C#N)c(-c3ccc(C(C)(C)C)cc3)c12 | / | -7% | -5% | ? | 5% | 9% | 11% | 22% | 0.3%
N#Cc1cnc(Sc2ccccc2)nc1 | -0.9% | 7% | -5% | -0.4% | -4% | 6% | -11% | -2% | -1.0%
COc1ccc(/C=N/NC(=O)Nc2cccc3nsnc23)c(OC)c1 | -2.8% | 7% | 4% | 1.9% | -6% | 8% | 4% | -2% | 0.1%
CCCC(=O)Nc1cc(C)c(NC(=O)Cc2ccccc2)cn1 | -1.0% | -10% | / | 1.0% | 1% | / | 2% | 2% | /
CC1(C)NC(=O)N(CCCCOc2cccc(C(F)(F)F)c2)C1=O | -0.5% | 1% | -3% | 2.7% | -1% | -3% | -4% | 14% | -0.7%
O=C(c1ccco1)N1CCN(c2ncnc3scc(-c4cccs4)c23)CC1 | / | 3% | -2% | 12% | 4% | 8% | 6% | 3% | 1.8%
CCc1ccc(N(C(=O)c2ccco2)C(C(=O)NC2CCCC2)c2cccnc2)cc1 (centres undefined) | / | 10% | 0% | 0.5% | -10% | 7% | 7% | 1% | -1.1%
Cc1c(NC(=O)CSc2nc3ccccc3[nH]2)c(=O)n(-c2ccccc2)n1C | 1.3% | -7% | -9% | / | -3% | -2% | 1% | -2% | -0.2%
Cc1ccccc1Nc1c(F)c(F)c(F)c(F)c1C(=O)O | -0.6% | -7% | 1% | -1.1% | -5% | 12% | -10% | 8% | 0.9%
O=C(COC(=O)c1cc(-c2cccc(Br)c2)nc2ccccc12)NCC1CCCO1 (centres undefined) | -2.1% | 2% | 3% | 1.8% | 4% | -1% | 2% | 9% | 0.5%
COC(=O)c1ccc(CSc2nnc(-c3ccccc3)n2C)o1 | -0.7% | -14% | -13% | 3.5% | -6% | 6% | 10% | 15% | 0.4%
CCC(C)N1C(=O)C2C(C(=O)Nc3cccc(OC)c3)C3C=CC2(O3)C1C(=O)NC1CCCCC1C (centres undefined) | -2.5% | -1% | 4% | 0.1% | -10% | 0% | 15% | 12% | 0.1%
CC1CCCCN1CCCNC(=O)c1ccc(NC(=O)C2=CSCCO2)cc1 (centres undefined) | / | -6% | -5% | 0.9% | -3% | 0% | 2% | 4% | -0.4%
COCCOC(=O)C1=C(C)NC2=C(C(=O)CCC2)C1c1ccc2c(c1)OCO2 (centres undefined) | 0.0% | 15% | -5% | 1.1% | -5% | 10% | -4% | 10% | 0.1%
NS(=O)(=O)c1ccc(CNC(=S)Nc2ccc(Cl)c(Cl)c2)cc1 | -1.7% | 7% | -12% | 0.9% | -2% | 5% | -6% | 9% | -0.6%
O=C(Nc1cccc(C(=O)O)c1)Nc1ccccc1Cl | -0.3% | -5% | -7% | -0.5% | 2% | 4% | -13% | -6% | 0.0%
Cc1onc(C(=O)N2CCC(C(N)=O)CC2)c1-c1ccccc1Cl | 1.8% | 6% | -2% | 0.8% | -7% | 10% | 0% | 7% | /
Cc1ccc(C(=O)NNC(=O)Cc2csc(-c3csc(C)n3)n2)cc1 | / | -7% | 3% | / | -3% | 6% | 4% | 11% | -0.1%
O=C(Nc1ccc(F)cc1F)c1c(C(F)(F)F)ccnc1Oc1ccc(Cl)cc1 | / | -6% | 6% | 0.9% | -1% | 19% | 3% | 3% | -0.3%
COc1cc2ncc(S(=O)(=O)c3ccccc3)c(N3CCC4(CC3)OCCO4)c2cc1OC | -1.8% | 10% | 2% | 1.1% | -3% | 8% | -14% | -3% | 1.4%
COCCn1c(SCC(=O)NC(=O)NC(C)C)nc2ccccc21 | -1.9% | 0% | -9% | 1.4% | -2% | 9% | 15% | 10% | 0.8%
COC/C=C/C1=CC2=CC(=O)C(C)(OC(=O)c3cnc4ccccc4n3)C(=O)C2=CN1Cc1ccccc1 (centres undefined) | / | -3% | 25% | 17% | -4% | 10% | -4% | 26% | 0.7%
CC(=O)NC(CCS(C)(=O)=O)C(=O)Nc1cccc(C(C)=O)c1 (centres undefined) | / | -8% | -5% | 4.0% | 0% | 6% | -3% | 3% | 0.3%
Cc1nn(C)c(Cl)c1CN1CCCC(C(=O)Nc2cccc(-n3cccn3)c2)C1 (centres undefined) | / | -3% | 2% | 15% | -12% | 5% | -3% | 11% | -2.4%
COc1cc(OC)c(NC(=O)c2ccccc2F)cc1Cl | 0.0% | -11% | / | 0.9% | -7% | 1% | -3% | 22% | 0.0%
CC(NC(=O)c1cc(-c2ccc3c(c2)OCO3)nc2ccccc12)C(C)(C)C (centres undefined) | -4.2% | -8% | 0% | 3.6% | 3% | 3% | 13% | 11% | -0.7%
Cc1cccc(NC(=O)c2oc3ccc(S(=O)(=O)N4CCOCC4)cc3c2C)c1C | -1.7% | -6% | 1% | -0.3% | 3% | 6% | 4% | 19% | 1.3%

Part of the list above in order of number of heavy atoms, largest number first.
SMILES | CSM14.1 death rescue | PhoP inhibition | NS5 inhibitors | RSV antiviral HEp-2 | LYP inhibition | MgcRacGAP inhibition | GPR35 arrestin U2OS | Large T inhibition | West Nile virus CPE | others
CC1CCCCN1CCCNC(=O)c1ccc(NC(=O)C2=CSCCO2)cc1 (centres undefined) | / | -6% | -5% | 0.9% | -3% | 0% | 2% | 4% | -0.4%
COc1cc(OC)c(NC(=O)c2ccccc2F)cc1Cl | 0.0% | -11% | / | 0.9% | -7% | 1% | -3% | 22% | 0.0%
O=C(Nc1cccc(C(=O)O)c1)Nc1ccccc1Cl | -0.3% | -5% | -7% | -0.5% | 2% | 4% | -13% | -6% | 0.0%

Other records:
SMILES | CSM14.1 death rescue | PhoP inhibition | NS5 inhibitors | RSV antiviral HEp-2 | LYP inhibition | MgcRacGAP inhibition | GPR35 arrestin U2OS | Large T inhibition | West Nile virus CPE | others
CC(C)[C@@H]1CC[C@@H](C)c2c(-c3ccccc3)n[nH]c21 | -1.2% | 1% | 0% | 0.9% | 2% | 8% | 6% | -2% | -0.4%
CCc1nnc(SCC(=O)Nc2ccc(N3CCOCC3)cc2)n1C | / | -9% | -11% | 1.5% | -11% | 6% | 20% | 21% | -0.2%
Cc1ccc(S(=O)(=O)N/N=C2/CCCCC2C2CCCCC2)cc1[N+](=O)[O-] (centres undefined) | -4.5% | -14% | 2% | 9.0% | -9% | 3% | -10% | 5% | -0.3%
CCOc1ccc(C2=Nn3cnnc3SC2)cc1 | 0.5% | -5% | 2% | 4.2% | 5% | 5% | 10% | 6% | 0.2% | NS5 inhibitors pilot replicate=-0.6
Cc1ccc(C)c(C(=O)CCC(=O)NNC(=O)Cn2nc(C)cc2C)c1 | / | 12% | -4% | 0.3% | / | 5% | / | 12% | /
CCOC(=O)CSc1nc(N)nc(C)c1Br | -0.5% | -6% | -1% | 2.6% | -10% | 1% | 1% | 6% | -0.1%
Cc1onc(-c2ccccc2Cl)c1C(=O)N1CC(C)OC(C)C1 (centres undefined) | -0.7% | -14% | -2% | 1.4% | 0% | 5% | -1% | 6% | 0.6%
O=C(CSc1ccccc1Cl)c1ccco1 | 0.2% | -1% | -4% | 0.5% | -10% | 15% | -4% | -5% | 0.1%
COc1ccc2oc(=N)c(C(=O)Nc3ccc(C)cc3)cc2c1 | / | -2% | -2% | 2.7% | -12% | 11% | -4% | 11% | -1.3% | NS5 inhibitors pilot replicate=-6.7
Fc1cccc(Oc2nc3ccccc3n3cccc23)c1 | -0.6% | 1% | -1% | 5.1% | 3% | -3% | -2% | 7% | 1.6%
CC1c2cc3c(cc2CCN1C(=O)c1ccc(Cl)cc1)OCCCO3 (centres undefined) | / | 1% | 1% | 6.7% | -2% | 9% | -6% | 3% | -0.3%
OCCCNC(=S)NC1CCCC1 | -0.5% | -4% | 2% | 0.4% | -2% | 16% | 2% | 9% | 0.5%
O=C1C2ON(c3ccccc3)C(c3cccnc3)C2C(=O)N1c1ccccc1 (centres undefined) | / | 2% | 0% | -0.2% | -1% | 5% | -7% | 6% | 0.3%
CCC(CC)c1nnc(NC(=O)C2CC(=O)N(CCc3ccc(OC)c(OC)c3)C2)s1 (centres undefined) | / | 1% | 1% | 0.8% | / | 7% | / | 10% | /
CC(=O)c1c(C)[nH]c(C(=O)NCc2ccccc2Cl)c1C | 0.0% | -11% | -6% | 7.5% | -4% | 6% | 1% | 13% | -0.5%
